From PubChem
TCR CD3 inh: inhibitors of human TCR-CD3 interaction, primary screen, biochemical, fluorescence, TAMRA-labeled TCR probe; inhibition, % at 9.4 µM; T-cell receptor (TCR); AID 651800, 2012; 360,000 tested, 0.37% active; in the data active means inhibition above about 19%;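 further: recombinant mutant TCR 2C K166C tagged with TAMRA read by polarization; 0% = receptor in buffer alone and 100% = receptor with positive control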
rCAG binder: binders of r(CAG) RNA repeats, primary screen, biochemical, fluorescence; r(CAG) RNA repeat, TO-PRO-1 dye displacement fluorescence; inhibition, % at 3 µM; 370,000 tested, 1.3% active;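 active means inhibition above the plate cutoff, the mean of all test compounds on that plate plus 3 SD, cut at about 35% in these data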;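 further: 0% = DMSO alone and 100% = 100 µM mitoxantrone as full dye displacement; higher means more dye released from RNA so lower well fluorescence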
UHRF1 MBD2 ctr: UHRF1 methylated DNA binding inhibitors, primary screen, counter-screen for MBD2 inhibitor project, biochemical, TR-FRET, human UHRF1, single concentration. E3 ubiquitin-protein ligase UHRF1 (Homo sapiens), Q96T88. UHRF1 binding to methylated oligo. inhibition, % at 4.4 µM. 370,000 tested, 0.75% active. AID 687016, 2013; in the data active means inhibition above about 21%;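 further: UHRF1 SRA domain binding a hemimethylated CpG hairpin DNA probe; 0% = median of test compound wells and 100% = reference inhibitor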
NPR2 activator: human GC-B receptor activators, primary screen, HEK293 GC-B cells, cGMP TR-FRET, EC30 CNP | Atrial natriuretic peptide receptor 2 (Homo sapiens), P20594 | 0% at EC30 CNP, 100% saturating CNP | activation, % at 10 µM | 370,000 tested, 0.11% active | AID 1920062, 2024;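 active means activation at 10 µM reaching about 35% in either raw or pattern-adjusted values, limit read from the data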
HTRA1 inh: HTRA1 serine protease inhibitors, primary screen, biochemical, fluorescence polarization, HTS | recombinant HTRA1, FP-rhodamine activity-based probe | 340,000 tested, 0.5% active | inhibition, % at 5.96 µM | Q92743; in the data active means inhibition above about 36%;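 further: 0% = enzyme with DMSO and 100% = wells lacking enzyme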
Target sequence (Q92743 whole entry, looked up): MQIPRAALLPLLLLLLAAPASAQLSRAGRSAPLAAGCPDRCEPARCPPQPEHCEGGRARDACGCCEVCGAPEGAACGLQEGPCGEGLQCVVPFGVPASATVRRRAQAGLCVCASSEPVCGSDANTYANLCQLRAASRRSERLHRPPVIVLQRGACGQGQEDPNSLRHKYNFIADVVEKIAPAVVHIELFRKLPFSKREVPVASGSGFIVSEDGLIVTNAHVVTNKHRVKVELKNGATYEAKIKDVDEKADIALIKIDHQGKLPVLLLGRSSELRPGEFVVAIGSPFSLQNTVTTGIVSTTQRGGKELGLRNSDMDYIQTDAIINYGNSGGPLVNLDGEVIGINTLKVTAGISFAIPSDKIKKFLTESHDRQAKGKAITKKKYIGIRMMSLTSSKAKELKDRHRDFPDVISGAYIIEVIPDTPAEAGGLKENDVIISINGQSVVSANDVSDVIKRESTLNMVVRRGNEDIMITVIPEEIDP
mABHD4 FP: ABHD4 inhibitors, primary screen, biochemical, fluorescence polarization, mouse; purified mABHD4, FP-Rh probe fluorescence polarization; inhibition, % at 8.92 µM; 370,000 tested, 0.54% active;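 active means inhibition exceeding the mean over every tested compound plus 3 SD, cut at about 30% in these data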;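 further: 0% = plate median of compound wells and 100% = S159A mutant with DMSO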
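Material: mouse ABHD4 enzyme, wild type; Benchmarks: S159A mutant high control, sample median low control; Buffer or medium: HEPES pH 7.0, NaCl, Pluronic buffer; Signal: fluorescence polarization; Read-out: percent inhibition of probe binding, normalized to plate controls; Timing: pre-incubation 45 min, probe exposure 60 min, at 25 °C; Dosing: 8.92 µM, single dose.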
SIAE inh: human SIAE inhibitors, primary screen, biochemical, fluorescence polarization, FP-Rh probe, 1536-well HTS | SIAE FP-Rh probe binding | inhibition, % at 9.66 µM | 370,000 tested, 0.69% active;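 active means inhibition above a cutoff: mean of compounds within the control limits plus 3 SD of those, cut at about 17% in these data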;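 further: 0% = plate median of compound wells and 100% = probe without SIAE protein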
NPR1 activator: GC-A stimulated cGMP production enhancers – HEK293 GC-A cells, cGMP TR-FRET, EC30 ANP, primary screen; AID 1671463, 2021; Atrial natriuretic peptide receptor 1 (Homo sapiens), P16066; 0% at EC30 ANP, 100% saturating ANP; activation, % at 10 µM; 370,000 tested, 0.14% active; in the data active means activation above about 40%
MBD2 inh: inhibitors of MBD2 binding to methylated DNA, primary screen, biochemical, TR-FRET, DNA-binding domain, human | inhibition, % at 4.4 µM | 370,000 tested, 0.31% active | MBD2 binding to methylated oligonucleotide | Methyl-CpG-binding domain protein 2 (Homo sapiens), Q9UBB5; in the data active means inhibition above about 13%
PRMT1 FP inh: PRMT1 methyltransferase inhibitors, primary screen, biochemical, fluorescence polarization | Protein arginine N-methyltransferase 1 (Homo sapiens), Q99873 | recombinant PRMT1, activity-based probe fluorescence polarization | inhibition, % at 2.79 µM | 370,000 tested, 1.3% active | AID 652257, 2013;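 active means inhibition above about 21% made by adding two undisclosed values, limit read from the data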
Target sequence (Q99873 whole entry, looked up): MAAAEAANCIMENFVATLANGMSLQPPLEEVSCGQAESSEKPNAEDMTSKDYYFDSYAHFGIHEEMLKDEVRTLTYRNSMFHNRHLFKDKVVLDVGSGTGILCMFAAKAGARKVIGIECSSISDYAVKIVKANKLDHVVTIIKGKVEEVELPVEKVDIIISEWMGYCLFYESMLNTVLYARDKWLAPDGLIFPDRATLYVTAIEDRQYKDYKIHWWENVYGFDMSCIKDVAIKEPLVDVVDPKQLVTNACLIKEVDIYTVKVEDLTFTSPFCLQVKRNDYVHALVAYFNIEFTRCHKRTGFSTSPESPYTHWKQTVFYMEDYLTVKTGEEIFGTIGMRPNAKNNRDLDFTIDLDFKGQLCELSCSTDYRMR
* marks the source's active call; other numbers are inactive results; nt = no result given; & = joins results of further samples; ! = a repeat was not active. The list is partial (hit frequency here may not be typical).

cpd	Molecule	TCR CD3 inh	rCAG binder	UHRF1 MBD2 ctr	NPR2 activator	HTRA1 inh	mABHD4 FP	SIAE inh	NPR1 activator	MBD2 inh	PRMT1 FP inh
1	CC1(C)S[C@@H]2[C@H](NC(=O)[C@H](N)c3ccccc3)C(=O)N2[C@H]1C(=O)O	8&2	58*!	81*!	-2&-2	0&6	-8&0	-2&-3	-7&5	47*!	2&7
2	CCCCOc1ccc(C(=O)n2ccc3ccc(-c4ccc5ccn(Cc6cccc(C(=O)OC)c6)c5c4)cc32)cc1	nt	17	-2	-12	nt	-14	-9	-8	1	2
3	CC1SCC(NC(=O)c2ccc(Cl)cc2)CS1 (stereo unspecified)	-8	-6	2	0	4	3	2	8	6	-3
4	CCOc1cc(/C=N/NC(=O)C(OC)c2ccccc2)ccc1O (stereo unspecified)	-2	-3	2	2	3	-2	1	-1	3	4
5	C1=C(c2ccccc2)Nc2nnnn2C1c1cccs1 (stereo unspecified)	0	0	1	4	-11	-6	-3	15	-3	2
6	COc1ccc(CC(=O)Nc2cc(S(C)(=O)=O)ccc2Cl)cc1S(=O)(=O)N1CCOCC1	1	3	-2	2	4	-4	-3	-1	2	0
7	Cc1nn(Cc2ccccc2Cl)c(C)c1C(=O)NCc1ccco1	1	0	-1	3	16	2	3	1	-3	-3
8	CC(C)N(C(=O)c1nn(C)c2c1CSc1ccccc1-2)C1CCCCC1	-4	-1	3	-2	-22	-9	1	-4	7	39*
9	Cc1ccccc1OCC(O)CN1CCN(CC(O)COc2ccccc2C)CC1 (stereo unspecified)	-1	-12	0	-2	-10	1	2	0	7	1
10	C=CCC[C@@H](Cc1ccc(F)cc1)C(=O)OC[C@@H](Cc1c[nH]c2ccccc12)NC(=O)[C@H](CC=C)CC(=O)NCCO	5	-2	1	-4	-13	3	2	1	-2	0
11	NC(=O)c1ccccc1OCC(=O)N1CCCc2ccccc21	-4	-2	1	0	-5	2	5	1	4	-1
12	CC(=O)c1ccc(OCc2cn(CC(=O)c3ccc(O)cc3)nn2)c(C)c1	-2	5	23*	1	-5	5	0	0	11	2
13	CCSc1nnc(NC(=O)c2ccc(Br)s2)s1	3	3	1	-4	3	-8	-1	2	3	-2
14	CCOc1ccc(CNC2CCCc3ccccc32)cc1 (stereo unspecified)	-1	4	2	1	-4	12	0	-3	0	2
15	CC1CCN(CCc2nc3cc(NC(=O)NC4CCCCC4)ccc3n2C)CC1	6	-4	0	-2	6	6	-3	-1	4	0
16	CC(C)Oc1ccc(S(=O)(=O)N(C(C)C)C(C)C)cn1	0	-6	2	4	-2	4	-8	3	0	0
17	COC(=O)c1ccc(-n2cnc(Cl)n2)c(F)c1	5	0	0	5	0	-3	4	1	2	0
18	CCOC(=O)C1=C(O)/C(=C/N(C)C)N=C1C	7	-1	-5	2	0	2	3	0	-2	-1
19	COC(=O)c1ccccc1NC(=O)CN1CCN(C23CC4CC(CC(C4)C2)C3)CC1	0	-8	-6	-3	2	-9	-2	-4	0	-2
20	CCc1nc2ccc(C(=O)N3CCN(c4cccc(Cl)c4)CC3)cc2nc1CC	-1	-1	3	0	-33	1	-8	-6	1	2

Further records follow.
cpd	Molecule	TCR CD3 inh	rCAG binder	UHRF1 MBD2 ctr	NPR2 activator	HTRA1 inh	mABHD4 FP	SIAE inh	NPR1 activator	MBD2 inh	PRMT1 FP inh
21	CC(OC(=O)c1ccc(-n2cnnn2)cc1)C(=O)Nc1ccccc1F (stereo unspecified)	-5	2	0	5	-4	4	-1	1	-4	3
22	Cc1nc(-c2ccc(Cl)cc2)sc1C1(C)CC(c2ccncc2)=NO1 (stereo unspecified)	-6	10	2	-6	-22	-24	0	-2	8	5
23	Clc1ccc(-c2ccnc(-n3cccc3)n2)s1	4	3	-3	-4	-16	-2	8	-2	-4	-13
24	Nc1[nH]c(C(=O)c2ccccc2)c(-c2ccc(Cl)cc2Cl)c1C(=O)NCCC1=CCCCC1	nt	nt	1	6	nt	-6	-5	-9	9	6
25	CCOC(=O)c1ccc(NC(=O)C2(N3C(=O)c4ccccc4C3=O)CCCC2)cc1	6	1	3	6	-11	-5	-4	3	1	-2
26	COc1ccccc1N1CCN(C(=O)c2cccc(S(=O)(=O)NCc3cccnc3)c2)CC1	12	-1	2	0	4	-1	-2	1	-3	-1
27	Cc1ccc(C(C)C)cc1S(=O)(=O)Nc1cccnc1	-5	-1	1	4	6	2	-2	-3	5	-1
28	COc1cccc(/C=C2\SC(=O)N(CCC(=O)NNC(=O)c3ccccc3Cl)C2=O)c1	-3	-2	-4	0	-5	3	5	-11	3	-1
29	Cc1noc(C)c1S(=O)(=O)N(C)C[C@H]1Oc2ccc(NS(=O)(=O)c3ccc(F)cc3)cc2C(=O)N([C@H](C)CO)C[C@@H]1C	1	12	-4	1	1	3	3	2	3	0
30	COc1ccc(CC(=O)n2nc(-c3ccccc3)nc2NCc2ccco2)cc1	2	9	1	-1	-5	-1	8	4	5	3
31	CC(C)C1C(=O)N(Cc2cn(CCC3OCCO3)nn2)CCS(=O)(=O)N1Cc1ccc(-c2ccncc2)cc1 (stereo unspecified)	8	1	-2	-4	-3	10	-2	-3	2	-6
32	COc1cccc(-c2cc(CNC(=O)[C@@H](Cc3ccccc3)NC(=O)[C@H]3O[C@@H](n4cnc(C(N)=O)n4)[C@H](O)[C@@H]3O)no2)c1	1	7	0	8	nt	-8	1	7	-2	-1
33	COc1cccc(NC(=O)CCP(C)(=O)O)c1	5	1	-1	-2	-1	0	0	2	-1	0
34	CC(C)COc1ccc(C(=O)NNC(=O)CCC(=O)c2cccs2)cc1	-6	-1	-2	5	-5	-8	3	-1	2	-8
35	C=CCc1cc(C)ccc1OCCOCCC(C(=O)OCC)C(=O)OCC	8	-5	-4	3	0	-3	6	2	3	-4
36	CCOC(=O)N1CCN(C(=O)c2ccc(NC(C)=O)cc2)CC1	-8	-2	5	-1	4	-7	-1	5	3	6
37	CCOc1ccc(NC(=O)c2ccncc2)cc1	2	-1	-4	-1	-2	-8	12	-2	6	-4
38	CCN(CC)S(=O)(=O)c1ccc2c(c1)NC(=O)C1CCCN21 (stereo unspecified)	-9	16	-5	1	-7	31*	-8	4	-4	5
39	Clc1ccc(Cl)c(-c2nn3c(COc4ccccc4)nnc3s2)c1	-7	-1	6	3	0	1	-3	-1	0	28*
40	CCCCN(C)CCCNC(=O)c1cccc(N2CCCC2=O)c1	3	1	-1	1	5	8	1	3	-6	0

Reprinted at random: two entries already listed, in no set order.
cpd	Molecule	TCR CD3 inh	rCAG binder	UHRF1 MBD2 ctr	NPR2 activator	HTRA1 inh	mABHD4 FP	SIAE inh	NPR1 activator	MBD2 inh	PRMT1 FP inh
25	CCOC(=O)c1ccc(NC(=O)C2(N3C(=O)c4ccccc4C3=O)CCCC2)cc1	6	1	3	6	-11	-5	-4	3	1	-2
29	Cc1noc(C)c1S(=O)(=O)N(C)C[C@H]1Oc2ccc(NS(=O)(=O)c3ccc(F)cc3)cc2C(=O)N([C@H](C)CO)C[C@@H]1C	1	12	-4	1	1	3	3	2	3	0

Next entries
cpd	Molecule	TCR CD3 inh	rCAG binder	UHRF1 MBD2 ctr	NPR2 activator	HTRA1 inh	mABHD4 FP	SIAE inh	NPR1 activator	MBD2 inh	PRMT1 FP inh
41	COc1ccccc1-n1nnnc1SCC(=O)N(CC(C)C)C1CCS(=O)(=O)C1 (stereo unspecified)	2	-5	0	3	3	-8	5	3	-3	-3
42	NS(=O)(=O)c1ccc(NC(=S)Nc2ccc(OCc3ccccc3)cc2)cc1	-1	3	-3	5	5	-1	-4	2	3	-2
43	CC1C(=O)Nc2ccccc2N1C(=O)C1CC1 (stereo unspecified)	-4	1	-1	3	3	3	1	1	0	3
44	COc1ccc(N2CCCC2)c(NC(=O)c2ccc([N+](=O)[O-])o2)c1	-1	3	-19	-4	5	11	15	-4	-6	39*
45	O=C(Nc1ncccc1O)c1ccc(Oc2ccccc2)cc1	4	1	-2	1	-2	-5	-11	8	1	-1
46	CCN(CC)CCn1c(N)nc2ccccc21	10	0	-3	-1	3	-5	7	1	2	0
47	CCc1nc2cccnc2n1-c1ccc(C(=O)O)cc1	7	1	1	3	4	10	7	-1	-1	9
48	c1ccc(C(c2ccccc2)c2noc(CN3CCN(C4CCCC4)CC3)n2)cc1	-8	-8	0	-6	-8	1	0	0	1	-1
49	Cc1ccc(-c2cc(C(=O)Nc3nn[nH]n3)c3ccccc3n2)cc1	1	1	5	-2	-1	6	1	5	1	-3
50	CCOc1ccccc1N(CC(=O)Nc1ccccc1)S(=O)(=O)c1ccccc1	6	-5	-1	-5	-21	-9	-9	-12	-3	0
51	O=C(c1ccco1)N1CCN(C(=O)N2CCCC2)CC1	-10	-4	-2	9	-6	1	1	-2	5	3
52	CC1(OC(=O)C2CCCC2)C(=O)C=C2C=C(c3ccsc3)N(CCc3ccccn3)C=C2C1=O (stereo unspecified)	6	5	-2	5	24	18	1	3	-2	6
53	FC(F)Oc1ccc(NC(=S)NCc2ccccc2)cc1	1	-2	-4	2	-2	-2	4	0	-4	1
54	CCCC(=O)Nc1ccc2c(c1)nc1n2CCSC1	5	2	-3	1	0	0	1	5	2	4
55	O=C1CSC(c2ccccc2)N1Nc1nc(N2CCOCC2)nc(N2CCOCC2)n1 (stereo unspecified)	2	-6	1	-3	-1	0	4	3	0	2
56	CCCCc1cc(=O)oc2c(CN(CC)CC)c(O)c(Cl)cc12	4	0	-1	-1	4	7	2	6	-6	0
